High-throughput results from PubChem.
AmpC no deterg: qHTS Inhibitors of AmpC Beta-Lactamase (assay without detergent); P00811; AmpC nitrocefin hydrolysis, absorbance 480 nm, 0.0001% Triton; Potency, µM (series often up to 57.1 µM), for the others: top-dose activity change, negative = inhibition, actives largely listed as inhibitors; actives 0.52% (n = 330,000); AID 485341, 2010;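 also: potency is read from the fitted curve at half-maximal effect; plate controls were no compound for no effect and no enzyme for full effect; nearly all actives have a fitted effect of over 20% in size; some results filed as inactive show a strong effect at the top dose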
Target sequence (P00811 whole entry, looked up): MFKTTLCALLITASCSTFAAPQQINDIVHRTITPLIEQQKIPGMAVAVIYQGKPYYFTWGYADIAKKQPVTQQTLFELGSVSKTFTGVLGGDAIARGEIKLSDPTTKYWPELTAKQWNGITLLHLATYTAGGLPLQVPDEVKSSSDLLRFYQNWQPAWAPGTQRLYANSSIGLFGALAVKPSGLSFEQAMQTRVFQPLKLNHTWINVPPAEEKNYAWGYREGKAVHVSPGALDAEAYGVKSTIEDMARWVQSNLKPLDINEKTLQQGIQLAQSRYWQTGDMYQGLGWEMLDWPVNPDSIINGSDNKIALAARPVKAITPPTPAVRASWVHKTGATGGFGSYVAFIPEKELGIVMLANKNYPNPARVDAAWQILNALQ
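20 mM phosphate pH 7.0 + 0.01% (detergent screen) or 0.0001% Triton X-100; 5.3 nM AmpC reagent; cpd preinc 15 min RT; nitrocefin (800 uM stock) to start; A480 q20 s × 4 min; Activity was normalised to no-enzyme and no-compound control wells.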
AmpC detergent: qHTS Inhibitors of AmpC Beta-Lactamase (assay with detergent); Potency, µM (series often up to 114 µM), inactives show at the highest dose activity change, negative = inhibition, actives largely listed as inhibitors; AmpC hydrolysis of nitrocefin, absorbance 480 nm, 0.01% Triton; P00811; actives 0.041% (n = 370,000);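 also: potency is read from the fitted curve at half-maximal effect; 0% = no-compound wells and -100% = no-enzyme wells; nearly all actives have a fitted effect of over 25% in size; some results filed as inactive show a strong effect at the top dose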
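20 mM phosphate pH 7.0 + 0.01% (detergent screen) or 0.0001% Triton X-100; 5.3 nM AmpC reagent; cpd preinc 15 min RT; nitrocefin (800 uM stock) to start; A480 q20 s × 4 min; Activity was normalised to no-enzyme and no-compound control wells.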
LmPK inhibitor: qHTS Assay for Inhibitors of Leishmania Mexicana Pyruvate Kinase (LmPK); Potency, µM (highest dose often 57.5 µM), for the others: at the highest dose activity change, negative = inhibition, most hits filed as inhibitors; actives 0.37% (n = 290,000); purified LmPK, Kinase-Glo ATP luminescence, 1 h; also: potency is read from the fitted curve at half-maximal effect
Target sequence (Q27686 whole entry, looked up): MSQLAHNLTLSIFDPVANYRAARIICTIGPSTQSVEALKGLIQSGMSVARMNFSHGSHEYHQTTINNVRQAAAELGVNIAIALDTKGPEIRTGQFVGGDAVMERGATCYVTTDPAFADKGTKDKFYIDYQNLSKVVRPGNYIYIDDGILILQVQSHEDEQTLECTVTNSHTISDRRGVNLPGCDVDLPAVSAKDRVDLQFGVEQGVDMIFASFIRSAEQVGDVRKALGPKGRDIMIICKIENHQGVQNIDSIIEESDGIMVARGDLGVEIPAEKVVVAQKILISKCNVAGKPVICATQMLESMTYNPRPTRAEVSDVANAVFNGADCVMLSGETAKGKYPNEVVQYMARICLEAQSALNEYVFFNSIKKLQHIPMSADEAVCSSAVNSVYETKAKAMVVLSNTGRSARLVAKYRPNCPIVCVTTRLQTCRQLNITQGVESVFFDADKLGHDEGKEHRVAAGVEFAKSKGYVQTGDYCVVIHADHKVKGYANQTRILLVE
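0.1 nM LmPK, 0.5 mM PEP, 0.1 mM ADP; 50 mM imidazole pH 7.2, 7 mM MgCl2, 50 mM KCl; 1 h RT. Kinase-Glo luminescence readout, normalized to no-enzyme (full inhibition) and uninhibited wells.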
AMA1 RON2 block: qHTS for Inhibitors of AMA1-RON; Towards Development of Antimalarial Drug Lead: Primary Screen; AlphaScreen AMA1-biotinylated RON2 peptide binding; Potency, µM (series often up to 58.2 µM), inactives show top-dose activity change, negative = inhibition, most hits filed as inhibitors; actives 0.2% (n = 360,000);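 also: potency is read from the fitted curve at half-maximal effect; 0% = vehicle wells and -100% = peptide control; nearly all actives have a fitted effect of over 45% in size; some results filed as inactive show a strong effect at the top dose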
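AMA1 (3D7) with his tag at 25 nM final met compounds first, then biotinylated RON2 peptide at 25 nM; detection used donor plus acceptor beads, 10 µg/mL apiece, read by AlphaScreen after 30 min at room temperature.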
TbPYK inhibitor: qHTS of Trypanosoma Brucei Inhibitors; pyruvate kinase (Trypanosoma brucei), Q57TT1; TbPYK enzyme, Kinase-Glo Plus ATP luminescence, 45 min; Potency, µM (highest dose often 76.8 µM), without a hit: at the top dose activity, negative = inhibition, most hits filed as inhibitors; actives 0.12% (n = 410,000); AID 624173, 2012; also: potency is read from the fitted curve at half-maximal effect; nearly all actives have a fitted effect of over 50% in size
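TbPYK + substrate in 50 mM TEA pH 7.2, 100 mM KCl, 10 mM MgCl2, 0.05% BSA, 0.01% Tween-20; cpd pinned; ADP 130 uM final; 45 min RT; Kinase-Glo Plus 10 min; luminescence endpoint.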
HCV inhibitor: qHTS Assay for Inhibitors of Hepatitis C Virus (HCV); Huh7.5.1 HCVcc-Cre infection, luciferase reporter, 44 h; Potency, µM (doses to about 41.8 µM), for inactives: at the top dose activity change, negative = inhibition, usual class: inhibitors; actives 3.4% (n = 340,000); AID 651820, 2012; also: potency is read from the fitted curve at half-maximal effect
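Compounds are dispensed onto cells plated 4 h earlier at 1,000 per well, with HCVcc-Cre virus (about 0.5 moi) added next. Following 44 h of culture, luminescent signal is measured for 15 sec after 15 min with substrate at room temperature.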
HCMV inh: qHTS Assay for inhibitors of the human cytomegalovirus (HCMV). HFF cells, HCMV-luciferase reporter, 72 h; hits give low values. activity change, negative = inhibition, % at 57.5 µM. actives 4.5% (n = 410,000). AID 1259415, 2018; in the data active = activity change below about -60%; inconclusive = no clear call, values can overlap the other calls; inactive = above about -39%
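Two compound doses tested in HFFs infected with HCMV-luciferase, MOI 1 PFU/cell, 72 h at 37C. Lysate luminescence read with OneGlo; data normalized against buffer-only and 10uM Salinomycin inhibitor controls.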
Active calls of the source: *; ? = inconclusive; / = no result given; & = joins results of further samples; [ ] = remark or other dose. Unless noted, calls follow the shape of the dose curve; as a rule, active = well fitted curve in the direction sought with a large enough effect; inconclusive = small, poorly fitted or top-dose-only effect, or another doubt; inactive = no such curve, though single readings can be large; an effect the other way counts as inactive or inconclusive. Unless noted, % is scaled to controls: 0 for no effect and ±100 for the full control effect. Hits appear at their usual frequency, and some 7.5% of all compounds hit somewhere here.

Sequence of screens – AmpC no deterg, AmpC detergent, LmPK inhibitor, AMA1 RON2 block, TbPYK inhibitor, HCV inhibitor, HCMV inh
1	CC12c3ccccc3C(c3ccccc31)C1C(=O)N(c3ccncc3)C(=O)C12 (stereo not drawn)
  83%[activator], 1%, -5%, -7%, 2%, 2%, -35
2	COC(=O)c1[nH]c2cc(OC)ccc2c1NC(=O)CCN1CCSCC1
  -13%, -2%, -4%, -13%, -1%, -1%, 17
3	Cc1nsc(Nc2ccc([N+](=O)[O-])cc2)c1C#N
  -7%, 1%, 6%, 12%, -10%, -15%, -64*
4	CCOc1ccc2c(c1)c(=O)c(S(=O)(=O)c1ccc(C)cc1)cn2Cc1ccccc1Cl
  /, -2%, /, /, -7%, /, ?
5	CCn1cc(C(=O)N2CCN(C3CCCCC3)CC2)c2cc(OC)c(OC)cc2c1=O
  31%, -1%, -1%, -14%, -30%, 1%&-1%, 6
6	C=CCn1c2ccccc2c2nnc(SCC(=O)OC)nc21
  /, /, /, -14%, 6%, /, -8
7	CCOC(=O)c1c(NC(=O)CSc2nnc(CNC(=O)c3ccco3)n2C)sc2c1CCC2
  85%[activator], -5%, 3%, -10%, -1%, ?, 4
8	COc1ccc(NC(=O)c2c(-c3ccccc3)c(-c3ccccc3)nn(C)c2=O)c(OC)c1
  /, 16%, /, /, 1%, /, -8
9	Cc1ccc(-c2csc(N3CCC(C(N)=O)(N4CCCCC4)CC3)n2)cc1
  -6%, ?, 18%, -4%, -24%, 16%, 33
10	O=C1NC[C@H](Cc2ccccc2)N(C[C@@H]2CCCN2C[C@H](Cc2ccc(O)cc2)N2C[C@H](Cc3ccc(O)cc3)N(CCc3ccccc3)C(=O)C2=O)C1=O
  /, /, /, -7%, 0%, /, -16
11	Cc1ccc(SCC(=O)NC2CCCCCC2)cc1
  -15%, 1%, -3%, 5%, -5%, 18%, 28
12	CCc1nc2ccc(C(=O)NCCN3CCCC3)cn2c1N(C)Cc1ccc(OC)cc1
  /, /, /, -10%, 3%, /, -3
13	Cn1c(SCCCC(=O)c2ccc(F)cc2)nnc1-c1ccncc1
  7%, -11%, 9%, 3%, -6%, -23%, -33
14	Cc1ccc(N(C(=O)c2snc(C(N)=O)c2N)C(C(=O)NCC2CCCO2)c2c[nH]c3ccccc23)cc1 (stereo not drawn)
  108%[activator], -2%, 5%, -20%, 0%, ?, ?
15	COc1ccccc1CNC(=O)C1CC(c2cccc([N+](=O)[O-])c2)=NO1 (stereo not drawn)
  -13%, 1%, 2%, -3%, 6%, -30%, -24
16	CCO[C@H]1OC(C(=O)N2CCN(Cc3ccc4c(c3)OCO4)CC2)=C[C@@H](C)[C@@H]1CCCO
  88%[activator], -2%, 2%, -5%, -4%, -26%, -4
17	O=S(=O)(NN=C(c1ccccc1)c1ccccc1)c1ccccc1
  /, /, /, -1%, -5%, /, 18
18	CC(=O)O[C@H]1C(=O)[C@@]2(C)[C@H]([C@H](OC(=O)c3ccccc3)[C@]3(O)C[C@H](OC(=O)[C@H](O)[C@@H](NC(=O)c4ccccc4)c4ccccc4)C(C)=C1C3(C)C)[C@]1(OC(C)=O)CO[C@@H]1C[C@@H]2O
  195%[activator], ?, /, 12%, 3%&6%, ?, -70*
19	COc1ccc(CNc2nc(=S)[nH]c3cc(OC)c(OC)cc23)cc1
  19%, -1%, -1%, 74%[activator], -17%, -4%, -21
20	CNCC(=O)Nc1c(C)n[nH]c1C
  -17%, -8%, -4%, 25%, 20%, -18%, 26
21	COc1ccccc1N1CCN(C(=O)Cn2nc3n(C)c4ccccc4n3c(=O)c2=O)CC1
  -17%, -8%, -3%, /, /, /, /
22	CCCN1C(=O)CC(Sc2ncccc2C(=O)O)C1=O (stereo not drawn)
  -7%, 1%, 3%, -6%, -1%, 14%, 20
23	CCOc1ccc(-c2nnc3ccc(SC(C)C)nn23)cc1
  -29%, 2%, 5%, 20%, 1%, ?, -39
24	Cc1nnc(SCc2nc3sc(C(=O)O)c(C)c3c(=O)[nH]2)s1
  -4%, 3%, 20%, -12%, -1%, 17%, 23
25	COc1ccccc1CNC(=O)c1ccc(-c2ccccc2)cc1
  -50%, -16%, 1%, -2%, -8%, ?, -6
26	O=C(NCc1ccc(Cl)c(Cl)c1)c1cc(C2CCCCN2C(=O)OCCF)on1 (stereo not drawn)
  /, /, /, -9%, 0%, /, -6
27	O=C(NCc1ccccc1)c1ccccc1C(=O)c1ncc[nH]1
  -12%, 0%, -6%, 30%[activator], 4%, -4%, -12
28	COc1ccc(CCn2nnnc2C(CC(C)C)N2CCC(C(N)=O)CC2)cc1OC (stereo not drawn)
  -6%, -20%, 1%, -5%, 1%, 8%, -11
29	O=C(O)c1ccccc1Nc1ccc([N+](=O)[O-])c2nonc12
  -3%, -12%, -18%, 6%, 6%, 4%, /
30	COc1ccc(S(=O)(=O)NN(C)c2nc(C(F)(F)F)nc3ccccc23)cc1
  -23%, 1%, 6%, -11%, -1%, -27%, 4
31	O=C1N[C@@H](Cc2cnc[nH]2)C(=O)N2CCC[C@@H]12
  -15%, -5%, -3%, 53%[activator], 5%, 5%[8.37 µM], -5
32	CCCn1c(N)c(C(=O)COC(=O)CCS(=O)(=O)c2ccc(C)cc2)c(=O)[nH]c1=O
  -6%, 0%, -1%, -6%, 1%, -13%, -32
33	CC(=O)OCC1=C(C(=O)O)N2C(=O)C(NC(=O)c3ccc(F)cc3)C2SC1 (stereo not drawn)
  -41%, -13%, 18%, 11%, -3%, 25%, ?
34	CN1CCN(CC(=O)Nc2ccc(Oc3ccccc3)cc2)CC1
  29%, -12%, -1%, 10%, -1%, ?, ?
35	COC(=O)Cc1c(C)nc2nc(NCc3ccc(Cl)cc3)[nH]n2c1=O
  -21%, 8%, -2%, -5%, -3%, 4%, -8
36	CCc1ccccc1NC(=O)CN1C(=O)c2ccccc2S1(=O)=O
  -11%, -10%, 4%, -3%, 5%, 8%, 62
37	COc1ccc(NC(=O)N2CCOc3ccc(Cl)cc32)cc1
  /, -6%, /, /, 1%, /, -8
38	O=C(COC(=O)c1ccccc1)Nc1ncc([N+](=O)[O-])s1
  -59%, /, /, -1%, ?, -1%, -9
39	O=C(CN1CCN(Cc2ccccc2Cl)C1=O)NCCCN1CCOCC1
  -6%, 6%, 6%, 0%, -1%, 8%, -17
40	O=C(CSc1nnc(-c2ccc(Cl)cc2)o1)Nc1ccc(F)cc1
  /, 17%, /, /, 2%, /, 88
41	O=C(NCc1ccco1)c1ccc2c(=O)n(-c3ccccc3)c(=O)n(Cc3cccc(F)c3)c2c1
  -1%, ?, -1%, /, /, -10%[8.37 µM], -5
42	Cc1nnc(NC(=O)CSc2nnc(C)n2-c2ccc(F)cc2)s1
  -8%, -8%, 3%, 3%, -2%, 3%, ?
43	O=C(O)c1ccc(C(=O)c2ccc3c(c2)C(=O)N(CCO)C3=O)cc1
  -7%, -14%, -7%, -27%, 0%, 5%, 20
44	CN(CCCNC(=O)c1cccn2c(=O)c3ccccc3nc12)Cc1ccccc1
  -8%, -9%, -6%, -11%, -17%, 11µM*, -19
45	COc1ccc(-c2oc3ncn4nc(-c5cccc(C)c5)nc4c3c2-c2ccc(OC)cc2)cc1
  /, 14%, /, /, 1%, /, -4
46	Cc1cccc(N2CCN(C(=O)c3cccc(S(=O)(=O)N4CCOCC4)c3)CC2)c1C
  33%, -4%, /, 9%, 4%, ?, -22
47	Cc1c2c(nc3ccccc13)OCC2
  -21%, ?, 3%, 3%, -4%, 7%[8.37 µM], ?
48	O=S(=O)(Nc1cccc(S(=O)(=O)N2CCCC2)c1)c1ccccc1F
  -26%, /, /, 20%, 0%, -27%, 24
49	O=C(CCCN1CCN(c2ccccn2)CC1)c1ccc(F)cc1
  -34%, ?, /, 1%, -10%&1%, 16%, 25
50	O=C(O)CCc1ccc(-c2cccs2)n1NC(=O)c1ccc(O)cc1
  -44%, -10%, 4%, 4%, -6%, 18%, 30
51	Cc1ccc(Cc2c(-c3ccc(Cl)cc3)nc3c(Cl)cc(C(F)(F)F)cn23)cc1
  /, /, /, 0%, 3%, /, 8
52	O=C(Cc1cc(=O)[nH][nH]1)N/N=C/c1ccccc1Cl
  ?, -10%, 0%, 21%, 5%, 17%, 10
53	CC(C)CNC(=O)C(=O)Nc1ccc(N(C)C)cc1
  -11%, ?, -3%, -8%, -6%, -10%, 37
54	CCOC(=O)[C@H]1[C@H]2COc3ccccc3[C@@H]2N2C(=O)c3ccccc3NC(=O)[C@@]12C
  -35%, ?, /, 5%, -7%, -2%, -24
55	CCOc1ccc(N2CC(C(=O)NC3CCSC3=O)CC2=O)cc1 (stereo not drawn)
  -15%, 6%, -4%, -10%, -7%, 5%, 1
56	N#CC(c1cccc(Cl)c1)c1ncc(C(F)(F)F)cc1Cl (stereo not drawn)
  -26%, ?, 3%, -4%, -4%, -21%, -11
57	CCC(Oc1ccccc1)C(=O)Nc1ccc(OCc2cc(=O)n3ccccc3n2)cc1 (stereo not drawn)
  /, 0%, /, /, -5%, /, ?
58	CN(Cc1cccs1)C(=O)COc1ccc(-c2nnco2)cc1
  -14%, -12%, 0%, 2%, -3%, 6%, -100*
59	c1ccc(CNc2ncnc3nc[nH]c23)cc1
  -18%, -10%, -4%, 7%, -9%, -42%, 30
60	O=C(CNS(=O)(=O)c1ccc2ccccc2c1)NCCc1ccccn1
  -14%, 3%, 8%, 59%[activator], -3%, -4%, 3
61	Cc1nc(N2C(=O)c3oc4ccccc4c(=O)c3C2c2ccccc2F)sc1C (stereo not drawn)
  /, 16%, /, /, -2%, /, 3
62	CCOc1ccc(S(=O)(=O)N2CCCCC2)cc1NC(=O)Cc1cccc(C(F)(F)F)c1
  -18%, 4%, /, -6%, 1%, ?, 6
63	Cc1ccc(NC(=O)C(C)OC(=O)c2cc(=O)[nH]c3ccccc23)cc1S(=O)(=O)N1CCOCC1 (stereo not drawn)
  /, /, /, -7%[11.6 µM], -9%, ?, 7

Reprinted at random: two compounds from above
Sequence of screens – AmpC no deterg, AmpC detergent, LmPK inhibitor, AMA1 RON2 block, TbPYK inhibitor, HCV inhibitor, HCMV inh
56	N#CC(c1cccc(Cl)c1)c1ncc(C(F)(F)F)cc1Cl (stereo not drawn)
  -26%, ?, 3%, -4%, -4%, -21%, -11
59	c1ccc(CNc2ncnc3nc[nH]c23)cc1
  -18%, -10%, -4%, 7%, -9%, -42%, 30
